# MBNL1-CUG inh: qHTS Assay for Inhibitors of MBNL1-poly(CUG) RNA binding | AID 2675, 2010 | TR-FRET MBNL1-His/biotin-(CUG)12 binding, 665/545 ratio | 0.036% of 280,000 active | Potency, µM (highest dose often 57.5 µM), for the others: at the top dose activity change, negative = inhibition, hits mostly inhibitors | Muscleblind-like protein 1 (Homo sapiens), Q9NR56; active = well fitted inhibition curve with a large enough effect in the signal ratio, with a control signal flat, not every such curve was filed as active; inconclusive = small, poorly fitted or top-dose-only effect, or effect the other way, or a change in a side signal; inactive = no such curve, though single readings can be large or run the other way; the % refers to the signal ratio; also: potency is read from the fitted curve at half-maximal effect; % is scaled to controls: 0 for no effect and ±100 for the full control effect
#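 His-tagged MBNL1 binding to biotinylated (CUG)12 RNA was measured by TR-FRET using terbium anti-His antibody (0.055 ng/ul final) and streptavidin-XL665 (5 nM final). Compounds were titrated 92 nM to 58 uM; 60 min at room temperature.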
# FLuc modulator: qHTS profiling assay for firefly luciferase inhibitor/activator using purifed enzyme and Km concentrations of substrates (counterscreen for miR-21 project). Luciferin 4-monooxygenase (Photinus pyralis), P08659. purified FLuc, Km substrates, luminescence inhibition. Potency, µM (series often up to 57.5 µM), for the others: top-dose activity change, negative = inhibition, actives largely listed as inhibitors. 6.9% of 360,000 active;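 also: potency is read from the fitted curve at half-maximal effect; plate controls were vehicle for no effect and reference inhibitor for full effect; nearly all actives have a fitted effect of over 55% in size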
# Target sequence (P08659 whole entry, looked up): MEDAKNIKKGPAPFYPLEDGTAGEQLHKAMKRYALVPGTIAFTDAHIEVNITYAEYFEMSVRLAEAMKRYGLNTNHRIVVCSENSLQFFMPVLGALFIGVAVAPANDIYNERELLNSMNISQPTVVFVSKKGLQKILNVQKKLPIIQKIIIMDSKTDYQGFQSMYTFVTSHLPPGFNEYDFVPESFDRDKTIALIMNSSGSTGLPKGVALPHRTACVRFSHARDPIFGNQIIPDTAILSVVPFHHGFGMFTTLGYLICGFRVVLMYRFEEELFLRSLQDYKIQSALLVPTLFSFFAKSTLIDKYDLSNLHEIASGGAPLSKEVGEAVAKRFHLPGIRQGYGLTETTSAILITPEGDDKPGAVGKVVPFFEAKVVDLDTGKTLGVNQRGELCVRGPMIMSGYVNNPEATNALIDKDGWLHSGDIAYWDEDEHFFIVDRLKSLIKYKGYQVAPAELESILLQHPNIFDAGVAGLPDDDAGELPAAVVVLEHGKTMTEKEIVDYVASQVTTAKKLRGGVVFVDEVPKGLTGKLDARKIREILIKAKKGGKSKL
#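 Biochemical qHTS of compounds, final roughly 60 µM downward over six points, against 10 nM purified firefly luciferase using Km concentrations of substrates (10 uM D-luciferin, 10 uM ATP) in Tris acetate pH 7.5 buffer; luminescence output.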
# Menin-MLL TR inh: qHTS Assay for Inhibitors Targeting the Menin-MLL Interaction in MLL Related Leukemias: Competition With Texas Red Labeled MLL-derived Mutant Peptide. O00255. Menin + Texas Red MLL mutant peptide, fluorescence polarization. Potency, µM (titrated, usually from 61.6 µM), for inactives: at the highest dose FP activity change, negative = inhibition, actives largely listed as inhibitors. 0.23% of 270,000 active; active = well fitted inhibition curve with a large enough effect in the polarisation, with a control signal flat, not every such curve was filed as active; inconclusive = small, poorly fitted or top-dose-only effect, or effect the other way, or a change in a side signal; inactive = no such curve, though single readings can be large or run the other way; the % refers to the polarisation; also: potency is read from the fitted curve at half-maximal effect; % of control where 0% means no effect; many of its hits are not listed in these tables
# KCNH2 3.1 inh: qHTS for Inhibitors of KCHN2 3.1: Mutant qHTS | Potassium voltage-gated channel subfamily H member 2, brain isoform KCNH2 3.1 (human) | U2OS KCNH2 3.1, thallium flux FluxOr; active compounds read low | activity change, % (tested at about 1.8 µM) | 0.95% of 340,000 active | AID 720553, 2013;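 active = maximum activity change below -70%; inconclusive = maximum activity change from -70% to -50%; inactive = maximum activity change above -50%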;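 also: thallium influx rate constant from kinetic fluorescence after stimulation buffer; % is scaled to controls: 0 for no effect and ±100 for the full control effect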
#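 Thallium flux via FluxOr fluorescence (Red40 quencher, 45 min loading) in U2OS cells virally expressing the KCNH2 3.1 isoform (1.77 x 10^8 /mL virus, overnight at 37 C). Rate constants from 2-min kinetic reads post-stimulation, normalised to positive and negative controls.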
# Rab9 prom act: qHTS Assay for Rab9 Promoter Activators; Huh7 Rab9 promoter-luciferase reporter, luminescence, 24 h; Potency, µM (doses to about 9.22 µM), without a hit: at the top dose activation, negative = inhibition, hits mostly activators; 2.8% of 320,000 active; also: potency is read from the fitted curve at half-maximal effect; % of control where 0% means no effect; nearly all actives have a fitted effect of over 60% in size
#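 Rab9 promoter-driven luciferase in stably transfected Huh7 cells; 1500 cells/well rested 2 h, exposed to compound in DMSO for 24 h at 37 °C, 5% CO2. Luminescence read 10 min after adding luciferase reagent at ambient temperature.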
# VP16 counter: VP16 counterscreen qHTS for inhibitors of ROR gamma transcriptional activity; Drosophila S2 Gal4-VP16 UAS-luciferase, luminescence, 20 h; Potency, µM (titrated, usually from 53.6 µM), without a hit: top-dose activity, negative = inhibition, usual class: inhibitors; 3.5% of 310,000 active; AID 2546, 2010;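 also: Gal4-VP16 expression switched on by copper sulfate through the metallothionein promoter; potency is read from the fitted curve at half-maximal effect; % is scaled to controls: 0 for no effect and ±100 for the full control effect; nearly all actives have a fitted effect of over 50% in size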
# Mito fusion act: qHTS Assay for Small Molecule Inhibitors of Mitochondrial Division or Activators of Mitochondrial Fusion; S. cerevisiae fusion-defective mutant growth rescue, CellTiterGlo 48 h; Potency, µM (doses to about 46.1 µM), without a hit: at the top dose growth rescue (activation), actives largely listed as activators; 0.23% of 320,000 active;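 also: potency is read from the fitted curve at half-maximal effect; % of control where 0% means no effect; nearly all actives have a fitted effect of over 45% in size; temperature-sensitive fusion mutants such as fzo1-1 at 37 °C on non-fermentable ethanol glycerol medium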
#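 S. cerevisiae fusion-defective temperature-sensitive mutants (e.g. fzo1-1, mgm1-5) grown 48 h at 37C in YPEG (ethanol/glycerol non-fermentable) medium with 23 nl compound per well; growth rescue read as CellTiterGlo luminescence.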
# ELG1 DNA repair: qHTS screen for small molecules that inhibit ELG1-dependent DNA repair in human embryonic kidney (HEK293T) cells expressing luciferase-tagged ELG1. HEK293T ELG1-luciferase reporter, luminescence, 16 h; DNA damage induced by 5-fluorouridine. Potency, µM (titrated, usually from 46.1 µM), for inactives: at the highest dose activity change, negative = inhibition, most hits filed as inhibitors. 2.3% of 330,000 active. AID 504467, 2011; also: potency is read from the fitted curve at half-maximal effect; % is scaled to controls: 0 for no effect and ±100 for the full control effect; nearly all actives have a fitted effect of over 55% in size
#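 Reporter activity after DNA damage by 5-fluorouridine is monitored. Compound-treated cells incubate 16 hr at 37 °C, then ONE-Glo is added for 30 min before luminescence reading.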
# PKM2 act: qHTS Assay for Activators of Human Muscle isoform 2 Pyruvate Kinase. Potency, µM (top dose mostly 57.5 µM), without a hit: at the highest dose activation, usual class: activators. 0.34% of 260,000 active. Pyruvate kinase PKM (Homo sapiens), P14618. AID 1631, 2009. purified PKM2, Kinase-Glo ATP luminescence, activation; response scale: 0% is enzyme alone, no compound; also: potency is read from the fitted curve at half-maximal effect; % is scaled to controls: 0 for no effect and ±100 for the full control effect; nearly all actives have a fitted effect of over 55% in size
#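 Purified hPK-M2 (>95%) run at intermediate activity with 0.1 mM ADP and 0.5 mM PEP in 50 mM imidazole pH 7.2, KCl, MgCl2; 1 h room temperature. ATP formed read by Kinase-Glo luminescence; normalized to uninhibited and no-enzyme controls.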
# NPC1 prom act: qHTS Assay for NPC1 Promoter Activators. Huh7 NPC1 promoter luciferase reporter, 24 h. Potency, µM (series often up to 9.22 µM), inactives show at the highest dose activation, hits mostly activators. 2.4% of 320,000 active. AID 485313, 2010;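 also: potency is read from the fitted curve at half-maximal effect; % of control where 0% means no effect; nearly all actives have a fitted effect of over 60% in size; reporter is driven by a mutant NPC1 promoter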
#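 NPC1 promoter–luciferase Huh7 cells; 24 h compound; luminescence.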
# RORg inh: qHTS for inhibitors of ROR gamma transcriptional activity. Nuclear receptor ROR-gamma (Mus musculus), P51450. Drosophila S2 Gal4-RORgamma UAS-luciferase reporter, 20 h. Potency, µM (highest dose often 53.6 µM), for inactives: at the highest dose activity change, negative = inhibition, hits mostly inhibitors. 5.4% of 310,000 active; also: potency is read from the fitted curve at half-maximal effect; % is scaled to controls: 0 for no effect and ±100 for the full control effect; nearly all actives have a fitted effect of over 60% in size
# Target sequence (P51450 whole entry, looked up, the tested form may be a part): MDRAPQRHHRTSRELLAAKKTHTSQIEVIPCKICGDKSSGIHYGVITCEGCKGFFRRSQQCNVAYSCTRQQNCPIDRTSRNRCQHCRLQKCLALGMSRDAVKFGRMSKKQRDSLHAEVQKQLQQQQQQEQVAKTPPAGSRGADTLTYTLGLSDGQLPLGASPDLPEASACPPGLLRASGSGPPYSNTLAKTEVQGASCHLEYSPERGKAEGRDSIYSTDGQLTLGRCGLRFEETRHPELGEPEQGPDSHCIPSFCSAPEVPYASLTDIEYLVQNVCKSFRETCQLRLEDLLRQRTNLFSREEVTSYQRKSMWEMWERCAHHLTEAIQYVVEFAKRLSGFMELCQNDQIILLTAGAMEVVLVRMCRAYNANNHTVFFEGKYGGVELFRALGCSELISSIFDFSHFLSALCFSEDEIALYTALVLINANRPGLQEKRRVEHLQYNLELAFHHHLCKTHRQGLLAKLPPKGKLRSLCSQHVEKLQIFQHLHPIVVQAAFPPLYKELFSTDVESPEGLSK
#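 Using a luciferase readout, inhibitors were identified by reduced reporter activity in Drosophila cells coexpressing a copper-inducible Gal4–ROR gamma fusion and UAS-driven Photinus luciferase, incubated 20 hr after 700 uM copper sulfate.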
# Active calls of the source: *; ? = inconclusive; nt = not tested or not shown; & = joins results of further samples; [ ] = dose if it differs, or a comment. Unless noted, calls follow the shape of the dose curve; as a rule, active = well fitted curve in the direction sought with a large enough effect; inconclusive = small, poorly fitted or top-dose-only effect, or another doubt; inactive = no such curve, though single readings can be large; an effect the other way counts as inactive or inconclusive.
SMILES,MBNL1-CUG inh,FLuc modulator,Menin-MLL TR inh,KCNH2 3.1 inh,Rab9 prom act,VP16 counter,Mito fusion act,ELG1 DNA repair,PKM2 act,NPC1 prom act,RORg inh
CCn1c(O)c(N=NC(=O)CNC(=O)c2ccccc2F)c2ccccc21,?,-1%,0%,0,8%,-2%,-8%,-28%,nt,-3%,-12%
Cc1ccccc1OCc1nc(-c2ccccc2)no1,3%,4.8µM*,1%,-19,4µM*,0%,-1%,?,-7%,4µM*,18%
CCCCc1ccc(NC(=S)NCc2ccccc2OC)cc1,1%,4%,16%,9,-3%,-30%[10 µM],0%,?,1%,-5%,2µM*
CCNC(=S)N1CCN(C(c2ccccc2)c2ccccc2)CC1,0%,4%,-16%,-1,-2%,-4%,24%,?,-28%,8%,45%
C=CCc1ccccc1OCC(O)CN1CCN(Cc2ccc3c(c2)OCO3)CC1 (stereo unspecified),-10%&-3%,3%&-1%,?,-23&-36,-7%&-2%,2%&-1%,?,-28%&-8%,-1%&-1%,-3%&-1%,-3%&-2%
COCC(=O)Nc1nnc(SCC(=O)NCc2cccs2)s1,4%,0%,-4%,0,-3%,-5%,3%,-3%,0%,-3%,-8%
CCOc1ccc(S(=O)(=O)N(C)c2ccc(OCC(=O)Nc3nc(-c4cc(OC)ccc4OC)cs3)cc2)cc1,125%[activator],-2%,-22%,-8,-1%,-6%,-2%,-21%,-3%,-2%,-16%
O=C(CN1CCOCC1)N/N=C/c1ccccc1,7%,-1%,8%,-6,-2%,2%,4%,22%,-6%,-3%,-6%
COc1cccc(NC(=O)CCCCCN2C(=O)[C@@H]3Cc4ccccc4CN3C2=O)c1,4%,1%,nt,2,8%,4%,0%,?,nt,16%,-34%
CCOC(=O)CSc1n[nH]c(NC(=O)NC(C)C)n1,-6%,1%,7%,39,2%,4%,7%,5%,-3%,-3%,0%
CCC(=O)Nc1cccc(C2=NOC3(C2)C[C@@H](C(N)=O)N(C(=O)C(c2ccccc2)c2ccccc2)C3)c1 (stereo partly specified),-2%,0%,nt,-6,-2%,-7%,11%,11%,-1%,-2%,-2%
CCOc1ccc(N=Nc2c(N)[nH][nH]c2=O)cc1,?,11µM*,?,-10,?,-29%,-11%,?,-25%,?,-6%
Cc1cc(C(=O)N/N=C/c2c(C)[nH]c3ccccc23)n[nH]1,3%,?,nt,-5,-4%,7%,-2%,1%,-2%,2%,-2%
Clc1ccc2nc(-c3ccc(Br)s3)cn2c1,45%[activator],0.34µM*,-5%,9,?,?,3%,?,0%,19%,?
Cn1c(Cl)cnc1C(O)c1ccccc1 (stereo unspecified),4%,3%,-11%,-17,2%,6%,2%,1%,2%,-4%,-2%
CNC(=O)COC(=O)c1cc(-c2ccc(OC)cc2)nc2ccccc12,?,5.4µM*,24%,18,19%,-9%,-3%,?,-13%,17%,25%
CC1Cc2ccccc2N1C(=O)CN1C(=O)CN(C)C(=O)c2ccccc21 (stereo unspecified),-8%,-2%,-14%,-9,28%,4%,-2%,8%,-11%,8%,20%
COc1ccc(-c2ccc(C#N)c(OC)n2)cc1,nt,2%,?,7,18%,-2%,2%,28%,0%,11%,?
Cc1nonc1CC(=O)NC1CC(C)(C)Cc2c1cnn2-c1ccc(F)cc1 (stereo unspecified),1%,0%,nt,-13,14%,?,0%,-3%,-5%,9%,?
CC(C)Oc1ccc(C(=O)NCC(=O)OCC(=O)N(C)Cc2cccs2)cc1,-4%,15µM*,-10%,-2,0%,-6%,3%,-16%,4%,-9%,25%
COc1cc(C#N)c(N=C(SCC#N)N2CCOCC2)cc1OC,11%,-1%,1%,4,3%,3%,8%,-12%,14%,1%,-18%
COCCn1c(C)cc(C(=O)COC(=O)c2ccc3ncsc3c2)c1C,-5%,6.7µM*,-18%,0,2.8µM*,1%,3%,?,8%,2.8µM*,?
CCOC(=O)N1CCN(S(=O)(=O)c2ccc(C(=O)Nc3ccc(F)cc3F)cc2)CC1,-9%,1%,13%,-4,-14%,-13%,0%,?,-1%,-21%,33%
O=C(c1ccc(C(=O)N2CCOCC2)nc1)N1CCOCC1,2%,4%,1%,11,-4%,-2%,1%,8%,4%,-2%,9%
CC(=O)N1CCN(S(=O)(=O)c2cccc(C(=O)NC3CCCC3)c2)CC1,nt,2%,nt,-13,-6%,nt,-7%,17%,nt,0%,nt
CN(Cc1cnn(C)c1)C(=O)c1cc(COc2c(F)cccc2F)on1,1%,-10%,-5%,-3,11%,1%,11%,?,-1%,3%,-5%
CCOC(=O)c1c(C)nc(C)c2c(=O)oc3ccccc3c12,nt,17µM*,-10%,15,23%,-9%,-1%,?,-5%,-3%,?
O=C(Nc1ccc(F)c(F)c1)C1CCCN(S(=O)(=O)c2cccc3nonc23)C1 (stereo unspecified),25%,1%&-3%,-20%,-15,0%,-21%,0%,26%,-4%,0%,-17%
CCn1c(CCNC(=O)c2cccs2)nnc1SCC(=O)Nc1nc(-c2ccccc2)cs1,-18%,?,16%,-6,8%,29%,-6%,23µM*,?,7%,?
COc1ccc(OC)c(C(=O)COC(=O)CN2C(=O)NC3(CCCCC3C)C2=O)c1 (stereo unspecified),nt,2%,nt,0,-4%,nt,-3%,9%,nt,-7%,nt
CCOC(=O)c1cc2occc2n1CCCN1C(=O)c2ccccc2C1=O,5%,-3%,7%,1,2%,-6%,8%,-9%,-1%,1%,-9%
NC(=O)C1CCN(C(=S)NC2CC3C=CC2C3)CC1 (stereo unspecified),3%,-1%,nt,-9,-12%,-4%,0%,9%,-3%,-1%,-1%
CNC(=O)CSc1nc2cc(S(=O)(=O)Nc3ccccc3OC)ccc2o1,4%,-1%,7%,9,1%,2%,-2%,-6%,26%,-1%,22%
COC(=O)C1=C(C)N(Cc2ccccc2)C(=NCc2cccc(Cl)c2)N[C@H]1c1cccc(F)c1,-3%,2%,?,?,-11%,?,-26%,?,-3%,-2%,?
CC1C/C(=C\c2ccccc2[N+](=O)[O-])c2nc3ccccc3c(C(=O)O)c2C1 (stereo unspecified),?,-4%,51%[activator],5,1%,-10%,2%,29%,0%,-2%,13%
COc1ccc(N2CCN(C(=O)c3ccc4ccccc4n3)CC2)cc1,11%,2%,-13%,-1,-1%,11%,-4%,-9%,1%,-7%,?
Nc1ccccc1SCC(=O)Nc1nc(-c2ccccc2)cs1,1%,?,?,-14,20%,0%,-2%,?,-1%,15%,?
COc1cccc(NC(=S)N2CCCN(Cc3ccc(F)cc3)C2)c1,-18%,-1%,?,0,-10%,?,3%,0%,5%,-2%,3.5µM*
COc1ccc(-n2c(C)cc(/C=C(\C#N)C(=O)NCc3ccco3)c2C)cc1,6%,12µM*,-13%,-13,0%,1%,-12%,-11%,5%,8%,28%
CN1/C(=C\C=C2/C(=O)Oc3ccccc3C2=O)C(C)(C)c2ccccc21,?,?,?,-34,2.8µM*,-7%,9%,-7%,-10%,?,-21%
CC1(c2ccccc2)NC(=O)N(CC(=O)N2CCOCC2)C1=O (stereo unspecified),-6%,0%,15%,21,7%,3%,1%,-2%,-8%,-3%,-12%
CCc1nc2cc(CC(=O)O)ccc2o1,7%,0%,-18%,12,-11%,-10%,-2%,-8%,2%,2%,3%
CC12CN(C(=O)c3ccco3)CC(c3ccccc3)(CN(C(=O)c3ccco3)C1)C2=O,-7%,-2%,19%,9,-2%,-3%,1%,7%,-4%,0%,-5%

# An excerpt; count on the stated rates, not on these rows.
